Screening data: PubChem, several laboratories
proCasp7 act: procaspase-7 activators, primary screen, counter-screen for procaspase-3 activator project, biochemical, absorbance, HTS, human | recombinant procaspase-7, Ac-DEVD-pNA absorbance 405 nm; D23A/D198A/D206A triple mutant, cannot self-cleave; scale: DMSO 0, 5 µM enzyme 100 | activation, % at 8.5 µM | 330,000 tested, 0.093% active | Caspase-7 (Homo sapiens), P55210;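 active means percent activation above the screen-wide mean plus 3 SD, cut at about 25% in these data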
Target sequence (P55210 whole entry D23A/D198A/D206A): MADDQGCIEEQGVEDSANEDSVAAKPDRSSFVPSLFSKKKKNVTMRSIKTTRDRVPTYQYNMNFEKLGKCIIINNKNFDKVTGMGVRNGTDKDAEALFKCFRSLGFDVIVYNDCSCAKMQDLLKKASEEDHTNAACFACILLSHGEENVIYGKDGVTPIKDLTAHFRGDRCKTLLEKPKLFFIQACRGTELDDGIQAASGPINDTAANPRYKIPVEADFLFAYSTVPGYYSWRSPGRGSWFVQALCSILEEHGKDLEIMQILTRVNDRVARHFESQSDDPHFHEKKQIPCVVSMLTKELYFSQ
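Assay system: Uncleavable procaspase-7 mutant enzyme | Input: 2 µM procaspase-7 mutant as dispensed | Timing: 1 h compound preincubation, 2 h substrate cleavage, 25 °C | Repeats: One well per compound | Control set: DMSO wells as 0%, DMSO with 5 µM added PC-7 as 100% | Technique: Epi-absorbance of released pNA at 405 nm, two timepoints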
procasp3 activ: activators of human procaspase-3 D3A mutant, primary screen, biochemical, absorbance, PC-3 D3A mutant, single concentration. Caspase-3 (Homo sapiens), P42574. recombinant procaspase-3 D3A, Ac-DEVD-pNA absorbance 405 nm. activation, % at 8.5 µM. 330,000 tested, 0.11% active;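 active means activation above the mean of all tested compounds plus 3 SD, cut at about 21% in these data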;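 further: 0% = DMSO alone and 100% = DMSO wells spiked with extra 5 µM PC-3 D3A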
Target sequence (P42574 whole entry D9A/D28A/D175A): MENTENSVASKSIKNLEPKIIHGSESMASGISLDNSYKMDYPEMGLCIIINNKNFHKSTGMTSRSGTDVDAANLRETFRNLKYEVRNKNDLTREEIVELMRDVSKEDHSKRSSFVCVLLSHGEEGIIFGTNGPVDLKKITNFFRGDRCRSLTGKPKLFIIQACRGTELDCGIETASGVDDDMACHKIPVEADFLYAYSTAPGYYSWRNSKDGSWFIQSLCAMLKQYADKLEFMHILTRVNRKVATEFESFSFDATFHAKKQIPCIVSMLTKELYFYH
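Assay system: Autoprocessing-dead procaspase-3 D3A mutant enzyme; also added: Ac-DEVD-pNA; doses: one concentration, 8.5 µM nominal, 0.8% DMSO; times: 1 h compound preincubation, 2 h substrate hydrolysis at 25 °C; technique: 405 nm absorbance of p-nitroaniline, reads at 0 and 120 min; measure: % activation between DMSO and enzyme-spiked controls; repeats: single replicate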
AHR activator: AHR activators, primary screen, cell-based, luminescence, luciferase reporter, human; 320,000 tested, 2.5% active; Aryl hydrocarbon receptor (Homo sapiens), P35869; AHR-responsive luciferase reporter cells; AID 2796, 2010; activation, % at 5 µM; in the data active means activation above about 47%;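 further: 0% = vehicle wells and 100% = reference agonist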
LAP4-GFP MLPCN: modulators of LAP4-GFP expression in yeast, primary screen, S. cerevisiae, multiplex flow cytometry, MLPCN library; 3 h; median GFP as percent of DMSO wells; 320,000 tested, 0.34% active; GFP response vs DMSO, % at 10 µM;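 active means GFP response vs DMSO above a set limit, about the screen mean plus 3 SD, cut at about 150% in these data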
RPL19A TOR yeast: RPL19A-GFP expression modulators in yeast, primary screen, cell-based, S. cerevisiae, multiplex flow cytometry, MLPCN; S. cerevisiae RPL19A-GFP strain, 3 h; stronger effect = lower value; 330,000 tested, 0.3% active; percent response vs DMSO, % at 10 µM;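 active means percent response vs DMSO below 50%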;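 further: median channel GFP fluorescence of the barcoded RPL19A-GFP strain; ratio of sample median GFP to plate DMSO average so 100% = DMSO; lower means less RPL19A-GFP as with rapamycin TOR inhibition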
MEP2 TOR yeast: modulators of MEP2-GFP levels in yeast, primary screen, S. cerevisiae, multiplex flow cytometry, MLPCN library; S. cerevisiae MEP2-GFP strain, 3 h; 100% = DMSO control level; GFP response vs DMSO, % at 10 µM; 330,000 tested, 0.51% active;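 active means GFP response versus DMSO above a set limit, roughly screen mean plus 3 SD, cut at about 180% in these data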;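 further: median GFP fluorescence of the barcode-gated MEP2-GFP cells per well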
CIT2 TOR yeast: modulators of CIT2-GFP expression in yeast, primary screen, S. cerevisiae, GFP fusion, multiplex flow cytometry, MLPCN library; S. cerevisiae CIT2-GFP strain, 3 h; 100 means same as DMSO wells; 320,000 tested, 0.065% active; GFP response vs DMSO, % at 10 µM;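 active means GFP response relative to DMSO above a set limit, near the screen mean plus 3 SD, cut at about 150% in these data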;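 further: ratio of well median GFP fluorescence to mean of DMSO wells on the plate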
AGP1 TOR yeast: modulators of AGP1-GFP expression in yeast TOR pathway, primary screen, cell-based, multiplex flow cytometry, S. cerevisiae, MLPCN library; 320,000 tested, 0.02% active; AID 2066, 2009; GFP response vs DMSO, % at 10 µM; 3 h; GFP as percent of DMSO wells;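 active means GFP response relative to DMSO above a set limit, near screen average plus 3 SD, cut at about 150% in these data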;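 further: median GFP channel fluorescence of the gated AGP1 strain per well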
Numbers without * were called inactive.

For COc1ccc(-c2noc(=O)n2CC(=O)N2CCC(Cc3ccccc3)CC2)cc1 the results were proCasp7 act -2, procasp3 activ 13, AHR activator 1, LAP4-GFP MLPCN 93, RPL19A TOR yeast 95, MEP2 TOR yeast 103, CIT2 TOR yeast 93 and AGP1 TOR yeast 97.
For Cn1c(CNc2nc(-c3ccccc3)cs2)nnc1SCC(=O)N1CCc2ccccc21 the results were proCasp7 act 7, procasp3 activ -8, AHR activator 2, LAP4-GFP MLPCN 98, RPL19A TOR yeast 101, MEP2 TOR yeast 100, CIT2 TOR yeast 103 and AGP1 TOR yeast 102.
For O=S(=O)(c1ccccc1)N1CCN=C1SCc1ccccc1 the results were proCasp7 act 17, procasp3 activ -1, AHR activator 2, LAP4-GFP MLPCN 101, RPL19A TOR yeast 97, MEP2 TOR yeast 88, CIT2 TOR yeast 86 and AGP1 TOR yeast 93.
Screening CCCNC(=O)C1CN(C(=O)c2nn(Cc3ccccc3)c(=O)c3ccccc23)c2ccccc2O1 (stereo not drawn) returned proCasp7 act 6, procasp3 activ 4, AHR activator 2, LAP4-GFP MLPCN 100, RPL19A TOR yeast 98, MEP2 TOR yeast 101, CIT2 TOR yeast 97 and AGP1 TOR yeast 99.
For COc1ccc(NC(=O)COC(=O)c2c(-c3ccccc3)noc2C)cc1 the results were proCasp7 act -1, procasp3 activ -1, AHR activator 2, LAP4-GFP MLPCN 111, RPL19A TOR yeast 104, MEP2 TOR yeast 108, CIT2 TOR yeast 98 and AGP1 TOR yeast 104.
For COc1ccc(/C=N/Nc2nc3ccccc3o2)cc1O the results were proCasp7 act 5, procasp3 activ -1, AHR activator 33, LAP4-GFP MLPCN 91, RPL19A TOR yeast 92, MEP2 TOR yeast 97, CIT2 TOR yeast 90 and AGP1 TOR yeast 90.
`COc1ccc(C2NC(=O)N(C)C3=C2C(=O)CC(C)(C)C3)cc1OC` (stereo not drawn) gave proCasp7 act -4, procasp3 activ 7, AHR activator 1, LAP4-GFP MLPCN 94, RPL19A TOR yeast 99, MEP2 TOR yeast 97, CIT2 TOR yeast 103 and AGP1 TOR yeast 102.
`CCC(C)NC(=O)Nc1ccccc1F` (stereo not drawn) gave proCasp7 act -1, procasp3 activ -3, AHR activator 1, LAP4-GFP MLPCN 99, RPL19A TOR yeast 98, MEP2 TOR yeast 117, CIT2 TOR yeast 105 and AGP1 TOR yeast 95.
For CCN(CC)S(=O)(=O)c1cccc(C(=O)N2CCCc3ccccc32)c1 the results were LAP4-GFP MLPCN 96, RPL19A TOR yeast 109, MEP2 TOR yeast 105, CIT2 TOR yeast 103 and AGP1 TOR yeast 104.
CC(C)(C)C(=O)Nc1ncccc1C(O)c1cccc(C(F)(F)F)c1 (stereo not drawn) was read as proCasp7 act 2, procasp3 activ 1, AHR activator 1, LAP4-GFP MLPCN 103, RPL19A TOR yeast 100, MEP2 TOR yeast 102, CIT2 TOR yeast 103 and AGP1 TOR yeast 102.
Screening CC(OC(=O)c1ccccc1N1C(=O)C2C3CCC(C3)C2C1=O)C(=O)c1ccccc1 (stereo not drawn) returned proCasp7 act 7, procasp3 activ 1, AHR activator 5, LAP4-GFP MLPCN 99, RPL19A TOR yeast 102, MEP2 TOR yeast 106, CIT2 TOR yeast 98 and AGP1 TOR yeast 95.
For Cc1ccc(-n2ccnc(SCC(=O)NC3CCCCC3)c2=O)cc1F the results were proCasp7 act -9, procasp3 activ -16, AHR activator 3, LAP4-GFP MLPCN 103, RPL19A TOR yeast 97, MEP2 TOR yeast 93, CIT2 TOR yeast 96 and AGP1 TOR yeast 101.
`CC(O)Cn1c(N2CCCC2)nc2c1c(=O)n(C)c(=O)n2C` (stereo not drawn) gave proCasp7 act -10, procasp3 activ 6, AHR activator 0, LAP4-GFP MLPCN 104, RPL19A TOR yeast 104, MEP2 TOR yeast 109, CIT2 TOR yeast 108 and AGP1 TOR yeast 110.
O=C1NC2(CCCCC2)N=C1c1ccccc1 was read as proCasp7 act 2, procasp3 activ 1, AHR activator 1, LAP4-GFP MLPCN 104, RPL19A TOR yeast 101, MEP2 TOR yeast 102, CIT2 TOR yeast 101 and AGP1 TOR yeast 99.
For CCn1c(=O)cc(SCC(=O)NCc2cccnc2)c2ccccc21 the results were proCasp7 act 0, procasp3 activ 9, AHR activator 12, LAP4-GFP MLPCN 98, RPL19A TOR yeast 98, MEP2 TOR yeast 97, CIT2 TOR yeast 96 and AGP1 TOR yeast 99.
For Cc1cccc(NC(=O)CSc2nc3ccccc3c3nc(CCc4c(C)n[nH]c4C)nn23)c1 the results were proCasp7 act 8, procasp3 activ 2, AHR activator -15, LAP4-GFP MLPCN 93, RPL19A TOR yeast 101, MEP2 TOR yeast 100, CIT2 TOR yeast 90 and AGP1 TOR yeast 100.
`COc1ccc(-c2cc(C(F)(F)F)nc(-n3cc(Br)cn3)n2)cc1` gave proCasp7 act 11, procasp3 activ 2, AHR activator -3, LAP4-GFP MLPCN 106, RPL19A TOR yeast 97, MEP2 TOR yeast 103, CIT2 TOR yeast 89 and AGP1 TOR yeast 99.
For O=C(CN1C(=O)NC2(CCCC2)C1=O)OCc1ccccc1F the results were proCasp7 act -5, procasp3 activ 5, AHR activator 0, LAP4-GFP MLPCN 103, RPL19A TOR yeast 100, MEP2 TOR yeast 104, CIT2 TOR yeast 98 and AGP1 TOR yeast 101.
CC(=O)c1c[nH]c(C(=O)NCc2ccccc2Cl)c1 was read as proCasp7 act 1, procasp3 activ 0, AHR activator 0, LAP4-GFP MLPCN 104, RPL19A TOR yeast 94, MEP2 TOR yeast 98, CIT2 TOR yeast 94 and AGP1 TOR yeast 99.
`CCOc1ccccc1-n1nnnc1SCC(=O)N1CCCC1=O` gave proCasp7 act 10, procasp3 activ 12, AHR activator 0, LAP4-GFP MLPCN 96, RPL19A TOR yeast 98, MEP2 TOR yeast 101, CIT2 TOR yeast 102 and AGP1 TOR yeast 101.
`O=C(COC(=O)CCC(=O)c1ccc(F)cc1)Nc1nnc(-c2ccccc2)o1` gave proCasp7 act -2, procasp3 activ -1, AHR activator -1, LAP4-GFP MLPCN 108, RPL19A TOR yeast 98, MEP2 TOR yeast 100, CIT2 TOR yeast 108 and AGP1 TOR yeast 113.
Screening C/C(=C\COc1cc(=O)[nH]c2ccccc12)CCC(O)C(C)(C)O (stereo not drawn) returned proCasp7 act -3, procasp3 activ 7, AHR activator 5, LAP4-GFP MLPCN 103, RPL19A TOR yeast 96, MEP2 TOR yeast 100, CIT2 TOR yeast 99 and AGP1 TOR yeast 100.
CCOC(=O)c1sc(N2C(=O)C(O)=C(C(=O)c3ccco3)C2c2ccc(C)o2)nc1C (stereo not drawn) was read as proCasp7 act -53, procasp3 activ -11, AHR activator -1, LAP4-GFP MLPCN 101, RPL19A TOR yeast 102, MEP2 TOR yeast 104, CIT2 TOR yeast 100 and AGP1 TOR yeast 95.
For COc1cc(/C=C(\NC(C)=O)C(=O)Nc2ccc(NC(C)=O)cc2)ccc1OC(C)=O the results were proCasp7 act -4, procasp3 activ 11, AHR activator -2, LAP4-GFP MLPCN 90, RPL19A TOR yeast 97, MEP2 TOR yeast 99, CIT2 TOR yeast 101 and AGP1 TOR yeast 96.

Reprinted at random: three records from the list
`COc1ccc(C2NC(=O)N(C)C3=C2C(=O)CC(C)(C)C3)cc1OC` (stereo not drawn) gave proCasp7 act -4, procasp3 activ 7, AHR activator 1, LAP4-GFP MLPCN 94, RPL19A TOR yeast 99, MEP2 TOR yeast 97, CIT2 TOR yeast 103 and AGP1 TOR yeast 102.
`CC(O)Cn1c(N2CCCC2)nc2c1c(=O)n(C)c(=O)n2C` (stereo not drawn) gave proCasp7 act -10, procasp3 activ 6, AHR activator 0, LAP4-GFP MLPCN 104, RPL19A TOR yeast 104, MEP2 TOR yeast 109, CIT2 TOR yeast 108 and AGP1 TOR yeast 110.
CCOC(=O)c1sc(N2C(=O)C(O)=C(C(=O)c3ccco3)C2c2ccc(C)o2)nc1C (stereo not drawn) was read as proCasp7 act -53, procasp3 activ -11, AHR activator -1, LAP4-GFP MLPCN 101, RPL19A TOR yeast 102, MEP2 TOR yeast 104, CIT2 TOR yeast 100 and AGP1 TOR yeast 95.

Continuation:
`Cn1cc(Br)c(C(=O)NN2C(=O)C3C(C2=O)C2C=CC3C23CC3)n1` (stereo not drawn) gave proCasp7 act 16, procasp3 activ 4, AHR activator 0, LAP4-GFP MLPCN 101, RPL19A TOR yeast 94, MEP2 TOR yeast 95, CIT2 TOR yeast 89 and AGP1 TOR yeast 96.
For CCc1nc(SCC(=O)OC)c2c3c(sc2n1)COC(C)(C)C3 the results were proCasp7 act -1, procasp3 activ 3, AHR activator 1, LAP4-GFP MLPCN 99, RPL19A TOR yeast 104, MEP2 TOR yeast 98, CIT2 TOR yeast 91 and AGP1 TOR yeast 90.
`Clc1ccc(Nc2nc(-c3cccs3)cs2)nc1` gave proCasp7 act -4, procasp3 activ -9, AHR activator 96*, LAP4-GFP MLPCN 102, RPL19A TOR yeast 90, MEP2 TOR yeast 114, CIT2 TOR yeast 97 and AGP1 TOR yeast 94.
For O=C(O)c1ccc(NC(=O)c2cn(-c3ccccc3)nc2-c2ccc(F)cc2)cc1 the results were proCasp7 act -3, procasp3 activ 10, AHR activator 7, LAP4-GFP MLPCN 121, RPL19A TOR yeast 96, MEP2 TOR yeast 106, CIT2 TOR yeast 85 and AGP1 TOR yeast 95.
Screening Cc1oc(-c2cccc(Cl)c2)nc1CN1CCCC(C(=O)NC(C)c2ccc3c(c2)OCCO3)C1 (stereo not drawn) returned proCasp7 act 4, procasp3 activ 5, AHR activator 0, LAP4-GFP MLPCN 100, RPL19A TOR yeast 98, MEP2 TOR yeast 100, CIT2 TOR yeast 94 and AGP1 TOR yeast 98.
Screening CC(Sc1nnc(-c2ccccc2Br)o1)C(=O)N1CCOCC1 (stereo not drawn) returned proCasp7 act -12, procasp3 activ 11, AHR activator -4, LAP4-GFP MLPCN 102, RPL19A TOR yeast 96, MEP2 TOR yeast 97, CIT2 TOR yeast 94 and AGP1 TOR yeast 97.
Screening CN(NC(=O)/C=C/C(=O)O)c1ncc(C(F)(F)F)cc1Cl returned proCasp7 act -26, procasp3 activ -6, AHR activator -2, LAP4-GFP MLPCN 91, RPL19A TOR yeast 98, MEP2 TOR yeast 89, CIT2 TOR yeast 87 and AGP1 TOR yeast 84.
For CC(C(=O)Nc1ccc2c(c1)OCCO2)c1ccc([N+](=O)[O-])cc1 (stereo not drawn) the results were proCasp7 act 4, procasp3 activ 1, AHR activator -1, LAP4-GFP MLPCN 96, RPL19A TOR yeast 106, MEP2 TOR yeast 107, CIT2 TOR yeast 109 and AGP1 TOR yeast 101.
COc1cc(C(C)=O)ccc1OCC(O)CN1CCN(c2ccc(C)c(C)c2)CC1 (stereo not drawn) was read as proCasp7 act -7, procasp3 activ -3, AHR activator -1, LAP4-GFP MLPCN 99, RPL19A TOR yeast 101, MEP2 TOR yeast 100, CIT2 TOR yeast 100 and AGP1 TOR yeast 96.
